# TbREL1 inh: TbREL1 inhibition, primary screen | P86926 | AID 1117264 | 89,000 compounds, 0.49% hits | inhibition, % at 9.66 µM | TbREL1 RNA ligation, FRET fluorescence;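 active means inhibition above the mean inhibition across all screened compounds plus 3 SD, cut at about 11% in these data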;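 further: 0% = plate median of test wells and 100% = NSC42067 control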
# Target sequence (P86926 whole entry, looked up): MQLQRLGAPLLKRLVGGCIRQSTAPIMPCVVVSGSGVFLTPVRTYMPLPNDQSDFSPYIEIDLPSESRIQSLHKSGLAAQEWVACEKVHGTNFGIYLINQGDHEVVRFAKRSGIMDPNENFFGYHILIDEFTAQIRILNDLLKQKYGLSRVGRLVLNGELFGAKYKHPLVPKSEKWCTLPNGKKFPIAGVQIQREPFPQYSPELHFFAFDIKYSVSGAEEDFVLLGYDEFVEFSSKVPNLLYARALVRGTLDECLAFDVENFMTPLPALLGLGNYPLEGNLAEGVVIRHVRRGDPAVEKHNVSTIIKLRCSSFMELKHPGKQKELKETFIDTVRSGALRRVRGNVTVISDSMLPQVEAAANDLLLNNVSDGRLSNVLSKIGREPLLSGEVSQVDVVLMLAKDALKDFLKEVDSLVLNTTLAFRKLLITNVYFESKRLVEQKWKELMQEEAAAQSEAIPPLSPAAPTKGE
# Starred values were filed as active, the others as inactive.
SMILES,TbREL1 inh
O=C1CN(C(=O)COc2ccccc2)CCN1,-2
O=C(NC1CCN(Cc2ccccc2)CC1)C1CCN(c2nnc(-n3cccc3)s2)CC1,-2
CCCCCC(=O)N1C[C@H](O)[C@@H](n2cc(-c3ccc(F)cc3)nn2)C[C@@H]1c1ccc(C)cc1,-2
O=C(NCCc1ccccc1)OCc1cn(-c2cccc(C(F)(F)F)c2)nn1,-1
O=C(COc1ccccc1C(=O)NCc1ccccc1)Nc1ccc(I)cc1,2
COc1ccccc1OCCC(=O)OCC(=O)c1[nH]c(C)c(C(C)=O)c1C,1
Cc1cc(C)c(S(=O)(=O)Nc2ccc(O)c(Sc3ncn[nH]3)c2)cc1C,1
CCNC(=O)c1cccc(NC(=O)CC2SC(N3CCCCC3)=NC2=O)c1 (stereo unspecified),5
CCN(Cc1ccncc1)C(=S)Nc1ccccc1,-1
O=C(N=C1N=C2C=CC=CN2Cc2ccccc21)c1ccc(S(=O)(=O)N2CCOCC2)cc1,-4
COc1ccc(CCn2c(N3CCOCC3)nc3c2c(=O)[nH]c(=O)n3C)cc1,-1
Cc1ccccc1NC(=O)C1CCCN1S(=O)(=O)c1ccccc1C(F)(F)F (stereo unspecified),-1

# Reprinted from the results shown (6 entries):
SMILES,TbREL1 inh
O=C1CN(C(=O)COc2ccccc2)CCN1,-2
O=C(NC1CCN(Cc2ccccc2)CC1)C1CCN(c2nnc(-n3cccc3)s2)CC1,-2
CCCCCC(=O)N1C[C@H](O)[C@@H](n2cc(-c3ccc(F)cc3)nn2)C[C@@H]1c1ccc(C)cc1,-2
O=C(NCCc1ccccc1)OCc1cn(-c2cccc(C(F)(F)F)c2)nn1,-1
O=C(COc1ccccc1C(=O)NCc1ccccc1)Nc1ccc(I)cc1,2
COc1ccccc1OCCC(=O)OCC(=O)c1[nH]c(C)c(C(C)=O)c1C,1

# (continued)
SMILES,TbREL1 inh
Cc1ccccc1NS(=O)(=O)c1ccc(C)c(C(N)=O)c1,3
CCN(CC)CCNC(=O)COc1ccc(OC)cc1,0
O=C(CN1CCN(S(=O)(=O)c2ccc3c(c2)OCCO3)CC1)Nc1cccc(F)c1,4
CCCC(NS(=O)(=O)c1ccc(-c2ccc(=O)[nH]n2)s1)c1cccs1 (stereo unspecified),1
O=C(NCc1cccnc1)[C@@H]1CC=C[C@@H]2CCN(Cc3ccc(Cl)c(Cl)c3)C(=O)[C@@H]21,-2
Cc1ccc2cccc(OCc3nnc(SCC(=O)O)n3C)c2n1,2
COc1ccc(N(C(=O)c2ccco2)C(C(=O)NC2CCCCC2)c2ccccc2)cc1 (stereo unspecified),1
CC(C)OC(=O)c1c(NC(=O)c2ccco2)sc2c1CCCCC2,-3
O=C1N[C@@H](Cc2c[nH]c3ccccc23)C(=O)N[C@H]1Cc1ccccc1,-1
Cc1cc(NC(=O)CCC(=O)N(c2ccccc2)C(C(=O)NC2CCCC2)c2cccs2)no1 (stereo unspecified),1
CO/N=C(/c1nonc1N)N1CCN(c2ccc([N+](=O)[O-])cc2)CC1,4
CCn1c(CC(=O)Nc2ccc(OC)cc2)nnc1SCC(=O)N1CCOCC1,1
Cc1ccc(NC(=O)N2CCC(N(C)CCC(C)C)CC2)cc1F,0
Cn1c(SCC(N)=O)nnc1-c1ccc(C(C)(C)C)cc1,-3
CCOCCN1CCN(c2c(CC)c(C)nc3cc(-c4cc(OC)cc(OC)c4)nn23)CC1,1
CN1CCN(C(=S)Nc2ccc(Cl)cc2Cl)CC1,0
COc1cc(C(=O)NC(C)c2ccc(S(N)(=O)=O)cc2)ccc1OCC(=O)N1CCOCC1 (stereo unspecified),-2
O=C(NCCC1=CCCCC1)C1CCC(CNc2c(N3CCCCC3)c(=O)c2=O)CC1 (stereo unspecified),-3
CCCN1C2CCCC1CC(NC(=S)Nc1ccc(OC)cc1)C2 (stereo unspecified),2
O=S(=O)(Nc1nc2ccccc2nc1Cl)c1ccc2c(c1)OCCO2,6
CCOc1ccc(C(=O)c2cc([N+](=O)[O-])ccc2Cl)cc1,1
CCC(CC)NC(=O)c1cc(S(=O)(=O)N2CCCCC2)ccc1N1CCOCC1,0
O=C1CC(c2ccco2)=Nc2ccccc2N1,-1
CCOC(=O)c1ccccc1NS(=O)(=O)c1ccc(OC)cc1,-1

# Shown field by field: part of the list above
O=C(NCCC1=CCCCC1)C1CCC(CNc2c(N3CCCCC3)c(=O)c2=O)CC1 (stereo unspecified)
  TbREL1 inh: -3
CCOc1ccc(C(=O)c2cc([N+](=O)[O-])ccc2Cl)cc1
  TbREL1 inh: 1
CCC(CC)NC(=O)c1cc(S(=O)(=O)N2CCCCC2)ccc1N1CCOCC1
  TbREL1 inh: 0
Cc1ccc(NC(=O)N2CCC(N(C)CCC(C)C)CC2)cc1F
  TbREL1 inh: 0

# Other results.
SMILES,TbREL1 inh
COc1ccc(CS(=O)c2nc(C)cc(C)c2S(C)(=O)=O)cc1 (stereo unspecified),2
COc1cccc(/C=C2\N=C(SC)SC2=O)c1OC,0
O=c1oc(-c2cccc(S(=O)(=O)N3CCOCC3)c2)nc2ccccc12,-1
CNC(C)C#Cc1ccc2c(=O)c3ccccc3oc2c1 (stereo unspecified),-2
CC(=O)c1cccc(NC(=O)CN2C(=O)C3C4C=CC(C4)C3C2=O)c1 (stereo unspecified),1
O=C(CCCn1c(=S)[nH]c2cc3c(cc2c1=O)OCO3)N1CCN(c2ncccn2)CC1,-4
COc1ccccc1C(=O)NC(=O)COC(=O)C1CC1C (stereo unspecified),1
Cc1ccc(Cn2nnc3c(=O)n(CC(=O)N4CCCCC4)cnc32)cc1,0
COc1ccc(C(C)NC(=O)c2ccc(Br)cc2)cc1OC (stereo unspecified),3
CCc1sc(C(=O)NNC(=O)CNC(=O)c2ccccc2F)cc1C,0
COc1ccc(-c2ccc(-c3cc(=O)oc4cc(OC)c(OC)c(OC)c34)cc2)cc1,4
CCCC[C@@H]1CNC(=S)N1CCc1cccc(F)c1,-4

# Going on with the list:
molecule | TbREL1 inh
O=C(CSc1ccccn1)N/N=C/c1c[nH]c2ccccc12 | -3
CC(=O)N1CCN(S(=O)(=O)c2cccc(C(=O)Nc3ccc4c(c3)CCC4)c2)CC1 | -2
COc1ccccc1/C=c1\sc2nc(-c3ccccc3OC)nn2c1=O | -1
Cc1ccc(NC(=O)CSc2nc(=O)n3cc(C)ccc3n2)c(C)c1 | 3
C/C=C/C=C\C(=O)Nc1cccc(C2=NOC3(C2)C[C@H](C(N)=O)N(C(=O)CC#N)C3)c1 (stereo partly specified) | 1
Cc1c(Cl)cccc1NC(=O)c1cccc(NC(=O)CCC(=O)O)c1 | -2
N#CCSc1nnc(-c2ccccc2O)n1Cc1ccccc1 | 1
Cc1cccc(OCCCC(=O)Nc2ccc(N3CCCCC3)cc2)c1 | -2
CCOc1ccc(S(=O)(=O)NCCC(=O)NCC(c2ccccc2OC)N2CCCC2)cc1 (stereo unspecified) | 1
COc1c2c(c(OC)c3ccccc13)[C@@]1(OC2)O[C@H](CCO)C[C@H](O)[C@H]1O | -1
O=C1CCCCCC(=O)[C@H](O)C[C@H](c2ccccc2)O1 | 0
O=C1N[C@H](Cc2ccccc2)COC(=O)[C@H](Cc2ccc(F)cc2)C/C=C\C[C@H]1CC(=O)N(CCO)Cc1ccccc1 | 1
Cn1c(SCc2ccc(Br)cc2)nnc1-c1cccs1 | 7
CS(=O)(=O)N1CCN(C(=S)NCc2ccc(Cl)cc2)CC1 | -2
Cc1ccc(NC(=O)OC2CC3CC2[C@H]2CCCCN2[C@H]3C)cc1 (stereo partly specified) | 3
O=S(=O)(NCCCCCCNS(=O)(=O)c1c(F)cccc1F)c1ccc2c(c1)OCCO2 | -2
COC(=O)N/N=C\c1ccc(OC/C=C/c2ccccc2)c(OC)c1 | 0
CCc1cc(C(=O)N2CCCC(Nc3ccc(F)c(F)c3)C2)n(C)n1 (stereo unspecified) | -1
COc1ccc(CCc2nnc(N)s2)cc1OC | -2
Cc1nc(SCC(=O)c2ccc(F)c(F)c2)[nH]c(=O)c1Oc1ccc(Cl)cc1 | -4
CCC(=O)NC(c1cccs1)c1ccc2cccnc2c1O (stereo unspecified) | 0
Cc1cccc2c(=O)c(Br)c(C)n(Cc3ccccc3)c12 | 0
COc1ccc(S(=O)(=O)N(Cc2cccs2)C2CCCC2)cc1 | 0
O=C(O)c1ccccc1CC(CCc1ccccc1)C(=O)O (stereo unspecified) | 0
CCCNC(=O)CN1CCN(S(=O)(=O)c2ccc(Br)s2)CC1 | -1
S=c1[nH]ncn1/N=C/c1ccccc1 | -3
CCCNC(=O)C(Cc1ccccc1)NS(=O)(=O)c1ccc2c(c1)CCC(=O)N2 (stereo unspecified) | 0
COc1ccc(OCC(=O)N/N=C(\C)CC(=O)Nc2ccc(OC)cc2[N+](=O)[O-])cc1 | 8
Cc1ccc(S(=O)(=O)NN=Cc2ccc(N3CCOCC3)cc2)cc1[N+](=O)[O-] | -2
NS(=O)(=O)c1ccc(CCNCc2cc(Br)ccc2OCc2ccccc2)cc1 | 7
Cc1ccc(-n2c(SCC(=O)N/N=C/c3ccccc3OCC(=O)O)nc3ccccc3c2=O)cc1 | -5
Clc1ccc(CCNc2nc3ccccc3n3nnnc23)cc1 | -2
Oc1ccccc1Cc1c(O)ccc2ccccc12 | -1
Cc1ccc(OCC(=O)N2CCN(C(=O)c3cccnc3)CC2)cc1 | 4
Cc1cc(C(F)(F)F)nn1Cc1n[nH]c(=S)n1Cc1ccccc1 | -6
COc1ccc(C(=O)NCCS(=O)(=O)N2CCc3ccccc3C2)cc1OC | 0
NS(=O)(=O)c1ccc(CCNC(=O)C2CCCCC2)cc1 | 0
OC(COc1cc(Cl)c(Cl)cc1Cl)CN1CCN(c2ncccn2)CC1 (stereo unspecified) | -1
COc1ccccc1C(=O)NCCc1nc2ccccc2n1C | -1
CCn1c(SCC(=O)NNC(=O)c2ccc(C)cc2)nnc1C(C)C | 1
CCCCOc1ccc(C(=O)NCC(=O)N2CC(C)OC(C)C2)cc1 (stereo unspecified) | 6
O=C(/C=N/O)Nc1cccnc1 | 3
COc1ccccc1N1CCN(CC(=O)Nc2cc(F)ccc2C)CC1 | 1
CCc1ccc2c(c1)/C(=N/N(C)C(=S)NC)C(=O)N2 | 1
Cc1ccc(C(=O)NNC(=O)c2cccnc2SCc2cccc([N+](=O)[O-])c2)cc1 | -2
Cc1c2cnn(CC(=O)Nc3cccc(C(F)(F)F)c3)c(=O)c2c(C)n1Cc1ccccc1F | -1
COc1cc(C(=O)N[C@H](C(=O)NC2CCCCCC2)C(C)C)cc(OC)c1OC | -1
CC(Cc1ccccc1)C(=O)NCc1ccncc1 (stereo unspecified) | 1
COc1ccc(OCC(=O)Nc2cc(-c3nn(C)c(=O)c4ccccc34)ccc2N2CCOCC2)cc1 | 0
COC(=O)c1cccc(C(=O)N2CCCC(C(=O)c3cccc(OC(C)C)c3)C2)c1 (stereo unspecified) | 0
CC(NC(=O)CN1CCN(Cc2ccc(Cl)cc2)C1=O)c1ccc2c(c1)OCCO2 (stereo unspecified) | 7
CCc1ccc(OCC(=O)NC(NC(=S)Nc2ccccc2C)C(Cl)(Cl)Cl)cc1 (stereo unspecified) | 0
CCN1CCN(c2ccc(N3CCN(C(=O)c4ccc(Br)o4)CC3)nn2)CC1 | -2
CC1=CC=CN2C1=NC(=O)CC2(C)C(=O)N(CC(=O)NC1CCCC1)c1cc(C)cc(C)c1 (stereo unspecified) | -3
COc1ccc(/C=N/NC(N)=S)cc1OC(=O)c1cccc2ccccc12 | -5
COc1ccc(-n2c(=O)c3c4c(sc3n(CC(=O)NC3CCCC3)c2=O)CCCC4)c(OC)c1 | -1
CCN(c1cccc(C)c1)S(=O)(=O)c1cccc(C(=O)O)c1 | 2
CC(=NN1CCN(c2ccccn2)CC1)c1ccccc1O | -3
CCN(C(=O)c1cnc(NC(C)C)cc1C(F)(F)F)c1ccc(Cl)cc1Cl | 1
O=C1NC(Cc2ccc(O)cc2)c2nc3ccc(Cl)cc3c(=O)n2-c2cc3ccccc3cc21 (stereo unspecified) | 5

# Additional entries follow.
molecule | TbREL1 inh
O=C(NC(=S)Nc1ccccc1[N+](=O)[O-])c1ccco1 | -1
CCCCn1c(SCC(=O)Nc2nnc(CC)s2)nc2c1c(=O)n(C)c(=O)n2C | -2
COc1ccc(CSc2ncn[nH]2)cc1[N+](=O)[O-] | 2
COc1ccc2cc(C(c3nnnn3Cc3ccccc3)N3CCCCCC3)c(=O)[nH]c2c1 (stereo unspecified) | 1
CN1CCN(/N=C/c2c3ccccc3c(Cl)c3ccccc23)CC1 | 4
O=C(Nc1ccccc1)OCCOc1ccccc1Br | 2
CC(C)(C)OC(=O)C[C@H]1C/C=C\C[C@@H](CC(=O)N(CCO)Cc2ccccc2)C(=O)N[C@@H](Cc2ccccc2)COC1=O | -4
Cc1ccc2cc(C(c3nnnn3C3CCCC3)N3CCN(c4ccc(F)cc4)CC3)c(=O)[nH]c2c1 (stereo unspecified) | -1
Cc1cc(C)cc(NC(=O)COc2coc(CN3CCc4ccccc43)cc2=O)c1 | -4
CCOc1ccc(S(=O)(=O)N2CCCC(C(=O)NCc3ccccn3)C2)cc1 (stereo unspecified) | -1
COc1cc2c(c(OC)c1OC)C1(CCCCC1)CC2NCC=C(C)C (stereo unspecified) | -2
Cc1nc2nc[nH]c2cc1Br | 2
COc1ccc(Cl)cc1S(=O)(=O)N1CCC(C(=O)NC2CCCC2)CC1 | 1
COc1cccc(NC(=S)N2CCN(c3ccccn3)CC2)c1 | 0
COC(=O)/C(C#N)=C/c1ccc(C)o1 | 0
O=C(Nc1ccc2c(c1)OCCO2)c1cc(-n2cnnc2)ccc1Cl | 7
CCOc1ccc(CCNC(=O)C2CCCN(c3ncnc4c3nc3n4CCCCC3)C2)cc1 (stereo unspecified) | -4
COCCCNCC(O)C(F)(F)F (stereo unspecified) | 1
COC(=O)[C@]12CCCCC=C1N(Cc1ccc3c(c1)OCO3)C(=O)[C@H](CC(=O)NCCCCc1ccccc1)C2 | 0
Cc1ccc(-n2ncc3c(=O)n(CC(=O)NC4CCCCC4)cnc32)cc1 | 0
CCOC(=O)C1=C(C)N(CCCCCC(=O)O)C(=O)NC1c1ccc(Cl)cc1 (stereo unspecified) | -2

# Compound activity (PubChem)

# The list is partial; rates above refer to the full screens.
